Compound activity as filed in PubChem BioAssay.
TCR CD3 inh – blocks the human TCR-CD3 interaction; TAMRA-labeled TCR probe fluorescence, biochemical; inhibition, % at 9.4 µM; 360,000 tested, 0.37% active; AID 651800; in the data active means inhibition above about 19%;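 further: recombinant mutant TCR 2C K166C tagged with TAMRA read by polarization; 0% = receptor in buffer alone and 100% = receptor with positive control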
PRMT1 FP inh – blocks human protein arginine methyltransferase 1; 370,000 tested, 1.3% active; Q99873; inhibition, % at 2.79 µM; recombinant PRMT1, activity-based probe fluorescence polarization; AID 652257;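 active means inhibition above about 21% made by adding two undisclosed values, limit read from the data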
MBD2 inh – blocks human MBD2 binding to methylated DNA | inhibition, % at 4.4 µM | 370,000 tested, 0.31% active | AID 686964 | TR-FRET, MBD2 binding to methylated oligonucleotide; in the data active means inhibition above about 13%
SIAE inh – human SIAE inhibition, primary screen; Q9HAT2; SIAE FP-Rh probe binding, fluorescence polarization; inhibition, % at 9.66 µM; 370,000 tested, 0.69% active; AID 1053197;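 active means inhibition above a cutoff: mean of compounds within the control limits plus 3 SD of those, cut at about 17% in these data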;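 further: 0% = plate median of compound wells and 100% = probe without SIAE protein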
UHRF1 MBD2 ctr – UHRF1 methyl-DNA binding inhibition; Q96T88; UHRF1 binding to methylated oligo, TR-FRET; inhibition, % at 4.4 µM; 370,000 tested, 0.75% active; in the data active means inhibition above about 21%;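 further: UHRF1 SRA domain binding a hemimethylated CpG hairpin DNA probe; 0% = median of test compound wells and 100% = reference inhibitor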
ABHD4 inh – inhibits mouse alpha/beta hydrolase domain 4; purified mABHD4, FP-Rh probe fluorescence polarization; inhibition, % at 8.92 µM; 370,000 tested, 0.54% active; AID 720543;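 active means inhibition exceeding the mean over every tested compound plus 3 SD, cut at about 30% in these data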;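 further: 0% = plate median of compound wells and 100% = S159A mutant with DMSO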
Target sequence (Q8VD66 whole entry, looked up, the tested form may be a part): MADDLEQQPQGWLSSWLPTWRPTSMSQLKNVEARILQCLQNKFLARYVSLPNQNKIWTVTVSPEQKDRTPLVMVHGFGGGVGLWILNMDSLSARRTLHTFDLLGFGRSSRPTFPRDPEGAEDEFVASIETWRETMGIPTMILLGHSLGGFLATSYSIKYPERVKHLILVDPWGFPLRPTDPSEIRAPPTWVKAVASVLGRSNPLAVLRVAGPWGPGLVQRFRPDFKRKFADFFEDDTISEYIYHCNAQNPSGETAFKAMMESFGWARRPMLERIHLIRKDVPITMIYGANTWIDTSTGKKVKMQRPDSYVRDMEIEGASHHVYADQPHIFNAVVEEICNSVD
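Assay system: mABHD4 protein; medium: HEPES pH 7.0, NaCl, Pluronic buffer; dosing: 8.92 µM, single dose; schedule: 45 min + 60 min at 25 °C; signal: FP readout, ex 525 nm / em 598 nm; read-out: normalized percent inhibition of probe labeling; repeats: single replicate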
GC-B act – GC-B (human) receptor activation. P20594. HEK293-GC-B cells, CNP EC30, cGMP TR-FRET; 0% at EC30 CNP, 100% saturating CNP. activation, % at 10 µM. 370,000 tested, 0.11% active;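 active means activation at 10 µM reaching about 35% in either raw or pattern-adjusted values, limit read from the data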
rCAG RNA binder – molecules binding r(CAG) RNA repeats | inhibition, % at 3 µM | 370,000 tested, 1.3% active | r(CAG) RNA repeat, TO-PRO-1 dye displacement fluorescence | AID 651821;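 active means inhibition above the plate cutoff, the mean of all test compounds on that plate plus 3 SD, cut at about 35% in these data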;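 further: 0% = DMSO alone and 100% = 100 µM mitoxantrone as full dye displacement; higher means more dye released from RNA so lower well fluorescence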
NPR1 activator – GC-A (human) enzyme activation; P16066; HEK293 GC-A cells, cGMP TR-FRET, EC30 ANP; 0% at EC30 ANP, 100% saturating ANP; activation, % at 10 µM; 370,000 tested, 0.14% active; AID 1671463; in the data active means activation above about 40%
HTRA1 inh – HTRA1 (human) protease inhibition. inhibition, % at 5.96 µM. 340,000 tested, 0.5% active. Q92743. recombinant HTRA1, FP-rhodamine activity-based probe, fluorescence polarization. AID 504803; in the data active means inhibition above about 36%;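 further: 0% = enzyme with DMSO and 100% = wells lacking enzyme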
Target sequence (Q92743 whole entry, looked up): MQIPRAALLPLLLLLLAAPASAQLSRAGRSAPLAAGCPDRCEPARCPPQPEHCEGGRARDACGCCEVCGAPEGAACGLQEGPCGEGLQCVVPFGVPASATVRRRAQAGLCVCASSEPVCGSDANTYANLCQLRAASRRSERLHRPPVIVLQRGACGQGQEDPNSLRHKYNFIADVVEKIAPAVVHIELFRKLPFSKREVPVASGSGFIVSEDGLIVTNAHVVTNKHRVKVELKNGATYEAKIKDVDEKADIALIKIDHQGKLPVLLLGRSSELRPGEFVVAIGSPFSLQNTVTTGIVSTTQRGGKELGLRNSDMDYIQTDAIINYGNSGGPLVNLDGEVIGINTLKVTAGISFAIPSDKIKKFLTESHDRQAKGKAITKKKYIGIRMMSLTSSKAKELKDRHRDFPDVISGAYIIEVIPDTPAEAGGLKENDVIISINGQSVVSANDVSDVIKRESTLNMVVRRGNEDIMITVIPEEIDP
Numbers without * were called inactive; · = not tested or not shown; & = joins results of further samples. Not all compounds are listed; the hit share may differ from the screen's.

SMILES | TCR CD3 inh | PRMT1 FP inh | MBD2 inh | SIAE inh | UHRF1 MBD2 ctr | ABHD4 inh | GC-B act | rCAG RNA binder | NPR1 activator | HTRA1 inh
COc1ccccc1-n1nnnc1SCC(=O)NCC1CCCO1 (centres undefined) | 0.3 | 0.1 | -0.5 | -2.3 | -1.6 | 0.7 | 2.2 | -0.8 | 1.9 | 1.7
COc1cccc(CNC(=O)Cn2ccc([N+](=O)[O-])n2)c1 | 1.0 | -0.8 | 3.1 | -0.3 | 2.0 | 0.9 | 6.7 | 0.9 | 3.3 | 1.7
COc1ccc(CN(C)C(=S)Nc2ccc(Cl)cc2Cl)cc1 | 5.0 | -0.5 | -3.4 | 3.2 | -0.4 | -8.9 | 0.1 | -2.4 | 0.5 | -18.6
COc1ccc(Nc2oc(COc3cccc(C)c3)nc2C#N)cc1 | 5.0 | 5.1 | 3.5 | 6.6 | -0.2 | -4.0 | 0.7 | 7.6 | 2.6 | -21.8
COc1ccc(NC2=C(c3ccc(OC)cc3)C(=O)c3ccccc32)cc1 | -4.8 | -3.0 | -7.9 | 6.9 | -6.8 | 6.2 | 2.9 | 6.6 | 5.1 | 1.1
CCN(C(=O)CSc1nnc2c3ccccc3n(CC)c2n1)C1CCS(=O)(=O)C1 (centres undefined) | 6.5 | 2.2 | -11.8 | 3.3 | -10.2 | 3.6 | 6.6 | 1.2 | 6.9 | -2.0
Cc1ccc(OCC(=O)Nc2cccc3ccccc23)c([N+](=O)[O-])n1 | 0.1 | -0.7 | -2.1 | -1.9 | -7.7 | -0.1 | -2.6 | 7.0 | -0.6 | 2.4
Cc1ccc2c(c1)/C(=N/OS(=O)(=O)c1ccccc1)CCS2 | -0.7 | 0.3 | -1.9 | 1.7 | -0.9 | 1.9 | -8.0 | 1.5 | -2.3 | -4.4
Cc1ccc(C(=O)Nc2ccc(S(=O)(=O)N3CCOCC3)cc2)cc1 | 0.8 | 0.9 | 1.4 | -3.8 | -1.9 | 1.3 | -1.8 | 0.9 | -4.7 | -7.7
Cc1cccc(N/N=C2/COC(C)(C)CC2=O)c1 | 3.3 | -1.3 | -3.0 | 3.6 | -4.8 | -1.7 | -3.0 | -1.5 | 3.7 | 6.2
CN(CCOC(=O)/C=C/c1ccccc1)C(C)(C)C | 7.6 | -2.2 | -1.9 | 0.5 | -2.0 | -0.1 | -0.8 | -1.2 | 5.6 | 3.6
Cc1ccccc1OCC(=O)OCC(=O)Nc1ccc(S(N)(=O)=O)cc1 | 7.2 | -0.5 | 3.5 | -2.2 | 1.7 | -2.0 | -5.0 | 9.8 | -2.4 | 8.0
Cc1cc(C)c(C(=O)N2CCCC(N3CCN(c4ccc(F)cc4)CC3)C2)o1 (centres undefined) | 3.8 | -3.7 | 2.1 | 16.7 | 1.1 | 6.0 | -2.1 | -10.2 | -0.9 | -0.3
O=[N+]([O-])c1ccc(C2Nc3cccc4cccc(c34)N2)cc1 | -1.3 | 10.3 | -10.2 | 7.2 | -5.5 | 10.3 | 1.8 | 15.1 | -9.1 | 30.0
COc1ccc(-c2cnn(-c3ccccc3)c2N)cc1OC | 10.4 | -1.0 | 4.0 | 7.4 | 0.3 | 4.0 | -2.8 | -7.5 | -0.4 | -4.1
CCS(=O)(=O)Nc1cccc(C2=NN(S(=O)(=O)CC)C(c3cccs3)C2)c1 (centres undefined) | -0.3 | -1.0 | -1.1 | 5.9 | -2.2 | 2.2 | 3.3 | 4.2 | -0.6 | 2.8
O=C(Nc1cc(S(=O)(=O)N2CCCCC2)ccc1O)c1ccccc1NS(=O)(=O)c1ccc(F)cc1 | 6.1&4.6 | -2.7&-1.8 | -3.6&-2.9 | -20.7&-17.5 | 1.6&-0.7 | 0.8&-2.1 | 0.4&-3.0 | 85.1* | -7.2&-4.9 | -31.2&-20.1
O=C(CCN1C(=O)c2cccc3cccc(c23)C1=O)NC1CCS(=O)(=O)C1 (centres undefined) | 1.9 | -2.4 | -6.9 | -1.4 | -6.1 | -3.9 | -1.2 | 0.5 | 0.5 | -3.7
O=C(COC(=O)C1CC2C=CC1C2)Nc1c(Br)cc([N+](=O)[O-])cc1Br (centres undefined) | 0.6 | -0.7 | 3.0 | -3.1 | 0.2 | 1.2 | 1.7 | 11.6 | -1.8 | 3.6
CCN(CC)S(=O)(=O)c1cccc(C(=O)NCC2(N3CCOCC3)CCCCC2)c1 | 4.2 | -3.3 | -1.0 | -6.0 | -0.2 | -1.3 | 3.0 | -3.8 | 0.0 | -0.6

Full records as entered above. Values in the order: TCR CD3 inh, PRMT1 FP inh, MBD2 inh, SIAE inh, UHRF1 MBD2 ctr, ABHD4 inh, GC-B act, rCAG RNA binder, NPR1 activator, HTRA1 inh
O=C(Nc1cc(S(=O)(=O)N2CCCCC2)ccc1O)c1ccccc1NS(=O)(=O)c1ccc(F)cc1 reads 6.1&4.6, -2.7&-1.8, -3.6&-2.9, -20.7&-17.5, 1.6&-0.7, 0.8&-2.1, 0.4&-3.0, 85.1*, -7.2&-4.9, -31.2&-20.1
Cc1ccccc1OCC(=O)OCC(=O)Nc1ccc(S(N)(=O)=O)cc1 reads 7.2, -0.5, 3.5, -2.2, 1.7, -2.0, -5.0, 9.8, -2.4, 8.0
O=C(CCN1C(=O)c2cccc3cccc(c23)C1=O)NC1CCS(=O)(=O)C1 (centres undefined) reads 1.9, -2.4, -6.9, -1.4, -6.1, -3.9, -1.2, 0.5, 0.5, -3.7

Going on with the list:
SMILES | TCR CD3 inh | PRMT1 FP inh | MBD2 inh | SIAE inh | UHRF1 MBD2 ctr | ABHD4 inh | GC-B act | rCAG RNA binder | NPR1 activator | HTRA1 inh
Cc1cccc(NC(=O)c2ccc(COc3ccc(Cl)cc3Cl)o2)n1 | 7.7 | -0.2 | 2.2 | -6.5 | 1.1 | -2.9 | -3.9 | -3.6 | 15.4 | -20.7
CC1(Cc2ccc(Cl)c(Cl)c2)C(=O)Nc2c(Cl)ccc(Cl)c21 (centres undefined) | -0.1 | 1.0 | 2.7 | -10.2 | 2.5 | -18.2 | -5.4 | 1.4 | -16.3 | ·
O=C1c2cccc3cccc(c23)N1CN1CCN(c2ccccn2)CC1 | 5.5 | 1.3 | -8.7 | 3.7 | -4.6 | 0.9 | -5.6 | 0.8 | -5.1 | -4.7
CC(CC(=O)O)C(=O)c1ccc(Cl)c([N+](=O)[O-])c1 (centres undefined) | 5.1 | -6.4 | -2.8 | -1.1 | -0.9 | 2.1 | 2.8 | -1.5 | 1.3 | 0.2
c1ccc(-c2nnc3sc(CN4CCc5ccccc54)cn23)cc1 | -6.5 | 0.9 | 1.9 | 1.6 | -0.3 | -1.5 | -8.1 | 1.9 | -4.5 | -7.8
CC1CCN(CCOc2ccccc2-c2ccccc2)CC1 | -1.5 | 3.2 | -2.6 | -4.2 | 3.0 | 10.8 | 2.9 | -1.4 | -0.9 | 4.1
CCCCN(C(=O)c1cccs1)c1c(N)n(Cc2ccccc2)c(=O)[nH]c1=O | -7.9 | -1.9 | -5.4 | -0.6 | 1.2 | -15.2 | 6.5 | 4.0 | 0.3 | 0.1
Cc1ccc(S(=O)(=O)N2CCCCC2)cc1NC(=O)CSc1nccn1C | -3.8 | 3.4 | 0.0 | -11.1 | 1.2 | 1.1 | -3.8 | -0.8 | 0.5 | 7.1
COc1ccc(NC(=O)Nc2ccccc2F)cc1 | -1.5 | 0.7 | 2.1 | -2.0 | 1.3 | 2.0 | 1.4 | -3.2 | 3.2 | -0.2
O=C1Nc2cc(C(=O)NCCCN3CCCC3)ccc2S/C1=C\c1ccccc1 | 1.1 | 0.0 | 0.2 | -18.3 | 6.7 | 7.4 | 2.8 | 20.2 | 19.2 | -32.6
CCN(CC)CCN1C(=O)C(=O)/C(=C(/O)c2ccc(F)cc2)C1c1cccnc1 (centres undefined) | 0.3 | 2.2 | -2.2 | -5.4 | -0.5 | 2.6 | -0.4 | 0.1 | 4.8 | 2.0
Cc1ccc(/C=C2\CCC(C3CCCC3)C2=O)cc1 (centres undefined) | 1.0 | -1.3 | -2.5 | 8.2 | 1.6 | 7.8 | -4.3 | -0.3 | 0.4 | 0.8
CC(NS(C)(=O)=O)C(c1cccs1)N1CCN(C)CC1 (centres undefined) | -4.7 | -4.6 | 5.2 | 2.9 | 4.7 | -4.0 | 2.6 | 0.8 | 3.5 | -0.1
Cc1ccccc1C(=O)N1CCC(Oc2cccnc2)CC1 | · | -1.1 | -2.4 | 12.0 | 0.3 | -0.2 | -2.5 | -0.5 | -1.4 | ·
Cc1noc(C(=O)N(C)c2ccccc2)c1Cl | 6.4 | 7.7 | -1.0 | -0.6 | 0.1 | 2.9 | 2.1 | 0.7 | -0.8 | -2.4
Cc1ccccc1/C=N/NC(=O)c1sccc1C | 1.8 | 1.6 | -4.0 | 1.6 | -0.7 | 5.0 | -4.1 | -1.5 | 3.5 | -6.5
COc1ccc2cc(CCNC(=O)c3ccc(Br)o3)c(=O)[nH]c2c1 | 3.4 | 2.2 | -5.6 | 0.3 | -2.8 | 2.4 | -13.6 | 2.5 | -14.9 | -12.8
COc1ccc(-c2nc(NC(C)=O)sc2-c2ccc(OC)cc2)cc1 | 6.6 | -5.7 | 2.6 | 1.2 | -2.7 | -0.3 | -3.2 | 2.9 | -23.1 | -1.2
Cc1cc2c(cc1S(=O)(=O)Nc1c(C)cccc1C)n(C)c(=O)c(=O)n2C | -4.8 | 9.2 | -1.3 | -0.5 | -1.3 | -0.8 | -6.5 | 3.0 | 7.4 | -0.8
O=S(=O)(NCCOc1ccccc1Cl)c1ccc2oc3ccccc3c2c1 | -2.0 | 1.4 | -2.6 | -0.9 | 1.7 | -6.3 | 7.6 | 0.7 | -4.0 | -63.3
CCOC(=O)C1(CCOc2ccccc2)CCN(Cc2ccc(O)c(OC)c2)CC1 | 1.6 | 1.8 | 1.6 | 8.9 | 0.2 | 3.3 | -8.1 | -10.4 | -5.7 | -1.5
COc1cccc(OC)c1C(=O)OCC(=O)NCCNC(=O)COC(=O)c1c(OC)cccc1OC | -9.0 | -2.2 | 3.6 | 4.6 | 6.3 | -0.5 | 3.9 | 2.0 | -4.4 | 1.6
CCCC(=O)N1CCC1(C)C(=O)Nc1ccccc1-c1ccccc1 (centres undefined) | -2.5 | -4.0 | -0.3 | -2.1 | 2.0 | 0.8 | 3.0 | 0.8 | 1.3 | ·
CCOc1ccc(NC(=O)NCCN2C(C)CCCC2C)cc1 (centres undefined) | 1.9 | 0.3 | -0.2 | -2.4 | 1.9 | -3.2 | 1.5 | 0.9 | -2.8 | -1.5
COc1ccc(-c2nnc(SCc3ccccc3F)o2)cc1OC | 5.7 | -1.5 | -4.8 | -1.3 | 0.4 | -6.7 | 1.2 | -1.6 | 3.3 | -7.4
COCCN(CCOC)S(=O)(=O)c1ccc(C(=O)Nc2nc(C)c(C(C)=O)s2)cc1 | 1.9 | -2.1 | -2.3 | -3.2 | -2.6 | -0.4 | 0.0 | 0.7 | 1.2 | 2.5
Cc1cc(NC(=O)COC(=O)C2CC(=O)N(c3ccccc3)C2)no1 (centres undefined) | 2.2 | 0.5 | 0.7 | -0.8 | 0.1 | -4.7 | -2.7 | 1.5 | 2.0 | 1.4
COc1ccc(OCc2nn3c(Cn4cnc5ccccc54)nnc3s2)cc1 | -2.6 | 4.7 | 1.2 | 6.8 | 1.9 | 2.2 | 4.8 | -0.3 | 0.5 | 2.4
O=C(CN(Cc1ccco1)C(=O)CCC(=O)Nc1ccccn1)NCc1ccccc1 | 1.9 | 5.4 | 4.8 | 0.2 | 4.9 | -11.0 | 4.4 | -1.1 | -1.7 | 0.8
